From PubChem BioAssay
pPAFAH inh: pPAFAH enzyme inhibitors, primary screen, biochemical, fluorescence polarization, human; 330,000 tested, 1.5% active; inhibition, % at 3.39 µM; recombinant pPAFAH, FP-rhodamine probe fluorescence polarization;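 active = inhibition above the mean inhibition across the screen plus 3 SD, cut at about 25% in these data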;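 note: inhibitors block binding of the rhodamine activity-based probe so polarization drops; 0% = enzyme with DMSO and 100% = wells lacking pPAFAH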
Target sequence (Q13093 whole entry, looked up): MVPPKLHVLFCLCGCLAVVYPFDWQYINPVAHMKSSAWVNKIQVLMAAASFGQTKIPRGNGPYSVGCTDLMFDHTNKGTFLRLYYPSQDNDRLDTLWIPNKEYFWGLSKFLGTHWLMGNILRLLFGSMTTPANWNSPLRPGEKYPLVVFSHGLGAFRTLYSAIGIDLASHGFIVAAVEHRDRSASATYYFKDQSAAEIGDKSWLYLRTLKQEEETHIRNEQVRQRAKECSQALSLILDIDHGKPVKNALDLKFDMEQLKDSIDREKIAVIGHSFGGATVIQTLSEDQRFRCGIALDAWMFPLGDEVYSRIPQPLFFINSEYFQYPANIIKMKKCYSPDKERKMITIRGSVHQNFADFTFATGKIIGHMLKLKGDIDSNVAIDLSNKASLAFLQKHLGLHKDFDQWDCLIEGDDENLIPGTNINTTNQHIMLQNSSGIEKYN
PAD4 FP inh: human PAD4 inhibitors, primary screen, biochemical, fluorescence polarization, 1536-well format; AID 485272, 2010; inhibition, % at 6.36 µM; 330,000 tested, 0.41% active; Protein-arginine deiminase type-4 (Homo sapiens), Q9UM07; recombinant PAD4, RCA probe fluorescence polarization;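 active = percent inhibition above a cutoff equal to the mean of all tested compounds plus 3 SD, cut at about 15% in these data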;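 note: 0% = PAD4 with RCA probe and DMSO and 100% = probe without PAD4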
PME-1 primary: PME-1 inhibitors via competitive probe labeling, primary screen, biochemical, fluorescence polarization, FP-Rh probe, HTS. 320,000 tested, 0.53% active. recombinant PME-1. Protein phosphatase methylesterase 1 (Homo sapiens), Q9Y570. inhibition, % at 5.9 µM;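 active = inhibition above the campaign mean of all compounds plus 3 SD, cut at about 26% in these data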;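 note: competitive labeling of PME-1 active site by serine hydrolase directed probe; 0% = PME-1 with DMSO and 100% = wells lacking PME-1 enzyme; inhibitors block probe labeling so polarization falls and inhibition rises; many of its hits are not listed in these tables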
LYPLA1 counter: LYPLA1 inhibitors, primary screen, counter-screen for PME1 inhibitor project, biochemical, fluorescence polarization, FP-Rh probe ABPP; Acyl-protein thioesterase 1 (Homo sapiens), O75608; recombinant LYPLA1; inhibition, % at 5.9 µM; 320,000 tested, 0.16% active; AID 2174, 2009;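 active = inhibition above the mean of all tested compounds plus 3 SD, set per campaign, cut at about 14% in these data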;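 note: inhibitors block serine hydrolase probe labeling of LYPLA1 so polarization falls; 0% = enzyme with DMSO and 100% = wells lacking LYPLA1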
Target sequence (O75608 whole entry, looked up): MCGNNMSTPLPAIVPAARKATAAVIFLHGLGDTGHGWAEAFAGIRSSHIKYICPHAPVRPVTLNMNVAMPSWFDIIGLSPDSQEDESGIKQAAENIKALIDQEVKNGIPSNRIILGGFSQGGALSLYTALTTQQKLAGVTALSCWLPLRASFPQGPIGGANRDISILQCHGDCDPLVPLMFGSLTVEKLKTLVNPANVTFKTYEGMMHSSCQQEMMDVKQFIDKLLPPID
PAFAH1B3 inh: PAFAH1B3 enzyme inhibitors, primary screen, biochemical, fluorescence polarization, human | Platelet-activating factor acetylhydrolase IB subunit alpha1 (Homo sapiens), Q15102 | recombinant PAFAH1B3, FP-rhodamine probe | inhibition, % at 3.39 µM | 340,000 tested, 0.28% active;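 active = inhibition above the screen-wide average of all tested compounds plus 3 SD, cut at about 25% in these data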;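 note: 0% = enzyme with DMSO only and 100% = wells lacking PAFAH1B3 protein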
Fam108B inh: mouse Fam108B serine hydrolase inhibitors, primary screen, counter-screen for RBBP9 inhibitor project, biochemical, fluorescence polarization. 300,000 tested, 0.33% active. AID 1947, 2009. recombinant Fam108B, FP-Rh probe fluorescence polarization. inhibition, % at 9.51 µM;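 active = inhibition above the screen mean inhibition plus 3 SD, computed separately per campaign, cut at about 18% in these data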;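 note: inhibitors lower polarization as less probe binds the enzyme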
PAFAH2 inh: PAFAH2 enzyme inhibitors, primary screen, biochemical, fluorescence polarization, human. Platelet-activating factor acetylhydrolase 2, cytoplasmic (Homo sapiens), Q99487. recombinant PAFAH2, FP-rhodamine activity probe. inhibition, % at 3.39 µM. 340,000 tested, 0.99% active;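 active = inhibition above the mean over all tested compounds plus 3 SD, cut at about 30% in these data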;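 note: inhibitors block probe labeling of enzyme so polarization drops; 0% = enzyme with DMSO and 100% = wells lacking PAFAH2 protein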
PAFAH1B2 inh: PAFAH1B2 enzyme inhibitors, primary screen, biochemical, fluorescence polarization, human | Platelet-activating factor acetylhydrolase IB subunit alpha2 (Homo sapiens), P68402 | recombinant PAFAH1B2, FP-rhodamine activity probe | inhibition, % at 3.39 µM | 340,000 tested, 1.2% active | AID 492953, 2010;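 active = inhibition above the mean of all tested compounds plus 3 SD, cut at about 24% in these data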;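 note: 0% = enzyme with DMSO and 100% = wells lacking PAFAH1B2; many of its hits are not listed in these tables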
GSTO1 inh: inhibitors of recombinant GSTO1, primary screen, counter-screen for RBBP9 inhibitor project, biochemical, fluorescence polarization; AID 1974, 2009; 300,000 tested, 1.1% active; activity-based probe fluorescence polarization; inhibition, % at 5.96 µM; Glutathione S-transferase omega-1 (Homo sapiens), P78417;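 active = inhibition above the campaign mean inhibition plus 3 SD, cut at about 35% in these data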;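 note: 0% = GSTO1-1 with DMSO and 100% = wells lacking GSTO1-1 enzyme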
Target sequence (P78417 whole entry, looked up): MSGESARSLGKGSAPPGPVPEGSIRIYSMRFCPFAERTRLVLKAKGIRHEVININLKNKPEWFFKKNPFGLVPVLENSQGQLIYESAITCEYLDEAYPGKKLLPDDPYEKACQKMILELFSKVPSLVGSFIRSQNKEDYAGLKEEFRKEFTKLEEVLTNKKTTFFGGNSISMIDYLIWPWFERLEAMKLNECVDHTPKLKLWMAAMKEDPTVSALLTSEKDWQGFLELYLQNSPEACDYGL
Active calls of the source: *; · = not tested or not shown. These rows are one share of the data, so the mix of outcomes need not match the whole.

SMILES	pPAFAH inh	PAD4 FP inh	PME-1 primary	LYPLA1 counter	PAFAH1B3 inh	Fam108B inh	PAFAH2 inh	PAFAH1B2 inh	GSTO1 inh
C[C@@H](NC(=O)[C@@H]1Cc2ccccc2CN1)C(=O)NCc1ccco1	6	-3	-2	-2	9	2	5	4	4
O=C(Cc1ccccc1)NCC(=O)Nc1ccc(OC(F)(F)F)cc1	6	-4	-1	1	7	-1	-5	-2	9
Cn1ccc(NS(=O)(=O)c2cc(Br)ccc2Br)n1	-5	0	-4	-5	6	·	2	2	·
COC(=O)c1cc(NC(=O)CSc2nncn2C)cc(C(=O)OC)c1	10	2	0	-1	2	-4	0	5	-1
N#Cc1ccc(Cl)cc1NC(=O)CNCc1cccs1	1	-4	-3	-1	7	1	2	0	2
Nc1ccn([C@@H]2O[C@H](CO)[C@@H](O)[C@@H]2O)c(=O)n1	-2	-1	3	2	7	3	-8	2	4
COc1ccc(OC)c(CC(NC(C)=O)C(=O)NC2CCN(S(=O)(=O)c3ccc(NC(C)=O)cc3)CC2)c1 (centres undefined)	7	7	-5	-6	3	4	-15	4	4
COc1cc(C(=O)N2CCC(C(N)=O)CC2)ccc1OCc1c(C)noc1C	0	4	·	·	1	·	2	2	·
CCN(CC)CCCNC(=O)c1cn(-c2cccc(OC)c2)c(=O)c2ccccc12	1	-1	2	6	10	0	5	5	5
CCOC(=O)C(NCc1ccco1)(NC(=O)c1ccc(OC)cc1)C(F)(F)F (centres undefined)	1	-2	0	0	6	2	0	2	3
CCC(C(=O)Nc1ccc(S(=O)(=O)Nc2ncccn2)cc1)c1ccccc1 (centres undefined)	-3	-3	-3	0	5	1	-2	18	-8
O=C(NC1CCCCC1)c1ccccc1NC(=S)NC(=O)C1CC1	5	4	2	0	6	1	-2	3	1
CC(C)c1ccc(NC(=O)C(c2ccccc2)N2CCN(C=O)CC2)cc1 (centres undefined)	3	1	3	0	3	-3	-1	6	6
Cc1nc(CCNC(=O)CC2C(=O)NCCN2CC(C)(C)C)nc2c1CCC2 (centres undefined)	1	-2	4	2	6	0	-1	5	1
O=C(NCc1cc([N+](=O)[O-])ccc1O)c1cccnc1Sc1ccccc1	1	-1	0	-3	4	-4	18	4	-2
CCOc1ccc(S(=O)(=O)NCCCl)cc1	3	-5	-3	1	10	-3	-4	-1	6
CCC(C(=O)Nc1ccccc1C(=O)N1CCCC1)N1C(=O)c2ccccc2C1=O (centres undefined)	-5	-3	-3	-3	2	-6	0	4	1
COc1ccc(CCC(=O)N2CCCC(Nc3ccc(C)c(C)c3)C2)cc1OC (centres undefined)	3	-2	4	2	7	1	6	4	5
N#Cc1ccc(S(=O)(=O)Nc2ccc3ccccc3n2)cc1	-3	2	2	-1	15	-2	3	4	0
COc1ccc2c(c1OC)C(=O)OC2c1c(O)nc(SC)n(-c2ccccc2)c1=O (centres undefined)	0	1	0	-4	0	0	0	-1	15
CCCNC(=O)C1CN(S(=O)(=O)c2ccc(C)cc2)c2ccccc2O1 (centres undefined)	5	1	-5	3	0	4	-4	6	-4
O=C(Nc1ccc(Oc2cccnc2)cc1)c1ccccc1F	6	-4	2	0	2	-3	-6	-1	-1
CCn1c(SCC(=O)NC2CCCCC2C)nnc1-c1ccc(OC)cc1 (centres undefined)	5	3	-3	0	1	1	3	5	-4
O=C(CCNC(=O)c1ccc(Cl)cc1)NCc1ccco1	4	0	·	·	9	·	9	10	·
Cn1nnnc1NCc1ccccc1F	5	3	-2	-1	1	-3	-1	3	2
SMILES	pPAFAH inh	PAD4 FP inh	PME-1 primary	LYPLA1 counter	PAFAH1B3 inh	Fam108B inh	PAFAH2 inh	PAFAH1B2 inh	GSTO1 inh
CCOC(=O)C1CCN(S(=O)(=O)c2ccc3[nH]c(=O)ccc3c2)CC1	-7	-1	-6	-3	4	-8	3	4	-1
O=C(Nc1cccc([N+](=O)[O-])c1)c1ccc(CN2CCOCC2)cc1	2	-2	-3	2	0	-7	4	2	2
C=CCOc1ccc(C(=O)Nc2ccc(OCC)cc2)cc1	5	-4	-7	-2	3	-2	-7	-3	0
CCn1c(SCC(=O)NNC(=O)c2ccccc2)nnc1-c1ccco1	-2	0	-2	0	-1	-5	10	4	0
Cc1ccccc1NC(=O)N1CCNC(=O)C1CC(=O)Nc1cc(Cl)ccc1Cl (centres undefined)	6	-4	2	2	2	-1	-2	-2	-1
O=C(O)C[C@@H](CNC(=O)COc1ccc2ccc(=O)oc2c1)c1ccc(Cl)cc1	0	-3	2	-1	4	4	3	7	-3
O=C(CN1CCCc2ccccc21)NCCc1ccc(F)cc1	3	0	5	-1	4	3	3	5	6
COc1ccc(C(=O)c2ccc(N3CCN(C(=O)c4ccc(F)cc4)CC3)c(F)c2)cc1Br	0	1	-5	-2	2	-4	5	0	9
CN(CC(=O)Nc1ccc(F)cc1)C(=O)COC(=O)C1=COCCO1	4	-4	-1	3	5	5	-5	-3	5
Cc1cc(C)cc(NC(=O)C2(c3cccs3)CCOCC2)c1	2	-2	3	2	2	-6	-1	-1	-1
Cc1ccc(-c2nc(S(=O)(=O)c3ccc(F)cc3)c(SCC(=O)NCC3CCCO3)o2)cc1 (centres undefined)	3	-6	-2	-1	-4	-8	4	3	-1
O=C(O)CN1C(=O)/C(=C/c2ccc(N3CCCCC3)o2)SC1=S	-4	-1	-103	-47	-275	-252	-223	-164	-150
O=C(CNC(=O)c1ccccc1Br)N/N=C/c1cc(Br)ccc1O	7	0	-3	0	11	4	11	8	6
CC(C(=O)Nc1cccc(C#N)c1)N(C)CCOc1ccccc1 (centres undefined)	2	1	-3	-1	-4	3	7	4	1
Cc1ccc2[nH]c(=S)cc(C)c2c1	-3	-3	4	2	2	-1	12	4	-4
COc1ccc(C(C)NC(=O)c2ccccc2)cc1 (centres undefined)	3	-1	2	4	3	0	-5	8	6
O=C(c1ccc[nH]c1=S)N1CCN(S(=O)(=O)c2ccc(Br)cc2Cl)CC1	8	2	-2	3	3	1	2	13	15
Cc1ccsc1/C=C1\CCC(C2CCCC2)C1=O (centres undefined)	0	-9	-3	3	11	-6	4	5	0
Cn1cnc([N+](=O)[O-])c1S(=O)(=O)c1cccc(Cl)c1	3	-2	-3	-1	-2	0	-1	1	3
COC(=O)[C@@H]1CCCN1C(=O)c1cc(COc2cccc3cccnc23)on1	5	-2	-2	1	2	-2	3	-2	0
COC(=O)c1cc(-c2c[nH]c3ccccc23)n[nH]1	9	1	13	3	5	4	-7	-1	-15
CCOC(=O)c1c(/N=C/C2C(=O)CCCC2=O)sc(C)c1C	7	1	-2	1	5	3	18	1	1
COc1cc(S(=O)(=O)NC2CCCCC2)ccc1Cl	8	2	-1	-4	12	3	-2	1	19
CCc1c(C#N)c(SCCC(=O)Nc2ccc(F)cc2)nc2c1C(=O)CC(C)(C)C2	-3	2	-19	-18	-5	-27	-17	-6	-18
Cc1ccc(Nc2c(-c3ccc(N4CCOCC4)cc3)nc3ncccn23)cc1C	6	1	-4	3	11	5	1	-3	1
SMILES	pPAFAH inh	PAD4 FP inh	PME-1 primary	LYPLA1 counter	PAFAH1B3 inh	Fam108B inh	PAFAH2 inh	PAFAH1B2 inh	GSTO1 inh
O=C(NCc1cccnc1)/C(=C/c1ccco1)NC(=O)c1ccccc1	5	0	1	1	4	-1	13	5	8
CC1CCCN(CC(O)COc2ccc(S(=O)(=O)N3CCCC3)cc2[N+](=O)[O-])C1 (centres undefined)	-1	1	0	4	-5	·	-9	7	·
COc1ccc(OC)c(N/C(=N/c2nc(C)cc(C)n2)NC(C)=O)c1	-4	2	-1	-3	6	2	3	2	-3
COc1ccccc1NC(=O)CN1CCN(CC(=O)Nc2ccccc2Cl)CC1	-3	0	-2	-5	-4	-5	5	2	3
C=C1CCN([C@@H](CC(C)C)C(=O)NCc2cc(OC)c(OC)c(OC)c2)S(=O)(=O)c2ccccc21	4	3	1	-1	3	-4	0	-2	6
CCOCCOC(=O)c1ccc(NC(=O)c2cc(OC)c(OC)c(OC)c2Br)cc1	0	-4	0	-3	5	1	2	-3	-49
COc1ccc(C(=O)N2CCN(C(=O)C3COc4ccccc4O3)CC2)cc1 (centres undefined)	-1	-2	8	3	6	-5	3	5	-6
CC1Sc2ccc(S(=O)(=O)CCC(=O)NC(C)c3ccccc3)cc2NC1=O (centres undefined)	9	0	0	-2	5	4	1	1	-3
CC(C)(C)N1C(=O)[C@H]2[C@@H](c3ccc(Br)cc3)N3C(=O)N(c4cccc(F)c4)C(=O)[C@@]3(Cc3ccccc3)[C@H]2C1=O	-2	-3	-5	1	5	-4	-13	-2	1
N#Cc1nc(-c2ccc(F)cc2)oc1NCc1cccc2c1OCO2	4	-1	5	-8	4	1	0	8	1
Cc1cccc(-c2nc(NCCCN(C)C)c3ccccc3n2)c1	0	-1	0	-1	7	-1	2	-1	-3
COCCCn1c(Cc2csc(Nc3cccc(Cl)c3)n2)nnc1SCC(=O)OC	14	-4	-1	0	12	-1	4	-3	2
CCOCc1c(C(=O)OCC(=O)Nc2ccc(C)c(S(=O)(=O)N(C)C)c2)oc2ccccc12	2	-3	7	-11	4	-7	58*	6	-4
CCN(CC)c1nc2n(c(=O)n1)CCO2	0	3	3	-2	-6	1	-9	-1	1
CCOC(=O)c1c(Cc2cccc(Cl)c2)c[nH]c1C	4	-9	0	2	0	-1	-2	1	-6
COc1ccc(CC(=S)N2CCOCC2)cc1OC	-2	-5	2	-2	3	3	-3	3	-5
Cc1nn(C)c(C)c1S(=O)(=O)N1CCC(CO)(CC2CCCCO2)CC1 (centres undefined)	-1	-2	5	6	5	-1	-3	6	12
COc1cc(CC(=O)OCC(=O)N2CCCCC2C)cc(OC)c1OC (centres undefined)	0	-2	1	-1	5	-5	3	4	4
Cc1ccc(N(CC(=O)Nc2ccc3c(c2)OCCO3)S(=O)(=O)c2c(C)noc2C)cc1	1	5	-1	-2	4	-3	2	-1	6
CCN(CC)C(=O)Cn1cc(C(=O)C(=O)NCCc2c[nH]c3ccccc23)c2ccccc21	1	1	0	-1	1	0	1	0	2
O=C(NCc1ccccc1)N1CCN(c2ccc(Cl)c(Cl)c2)CC1	7	-1	0	-2	0	0	5	0	-1
CCCCCCCCOC(=O)CCn1[nH]c(=O)c2ccccc2c1=O	15	2	-5	1	6	2	-12	21	3
Cc1cc(=O)[nH]c(SCC(=O)NCCOc2ccccc2)n1	5	1	-4	0	6	-3	3	-2	2
O=C(Nc1nnc(C2=COCCO2)o1)c1cccc([N+](=O)[O-])c1	5	-4	4	-3	-5	-3	1	0	-3
Cc1cc(=O)[nH]c(SCC(=O)NCc2ccc3c(c2)OCO3)n1	4	-2	-3	-2	9	3	1	3	1
O=C(CNC(=O)C1CCCCC1)Nc1ccc(Cl)cc1	4	-3	-6	-1	0	-2	-1	-3	-8
